Assay outcomes as filed in PubChem BioAssay.
HepG2 tox = qHTS for Inhibitors of TGF-b: Cytotox Counterscreen; 0.76% of 410,000 active; Potency, µM (doses to about 46.1 µM), inactives show at the highest dose activity change, negative = cytotoxicity, usual class: cytotoxic; HepG2 CAGA-GFP viability, ATP luminescence, 18 h; AID 588856, 2011; further: potency means the concentration at half of the fitted maximal effect; some results filed as inactive show a strong effect at the top dose
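HepG2 CAGA-GFP cells (1000/well, DMEM with 1% FBS) received compound, then TGF-beta at 500 pg/mL final, and were incubated 18 hours at 37 degrees C. Viability was read by CellTiter-Glo luminescence. Media-only wells were set as complete cell-killing and DMSO as no toxicity.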
EPAC2 ag = qHTS for Agonist of cAMP-regulated guanine nucleotide exchange factor 4 (EPAC2): primary screen | EPAC2 activation, biochemical qHTS; response scale: 100% = 6.5 mM cAMP response | Potency, µM (series often up to 154 µM), for inactives: top-dose activation, usual class: activators | 0.079% of 360,000 active | AID 720711, 2013; further: potency means the concentration at half of the fitted maximal effect; nearly all actives have a fitted effect of over 50% in size
Target sequence (Q8WZA2 whole entry, looked up): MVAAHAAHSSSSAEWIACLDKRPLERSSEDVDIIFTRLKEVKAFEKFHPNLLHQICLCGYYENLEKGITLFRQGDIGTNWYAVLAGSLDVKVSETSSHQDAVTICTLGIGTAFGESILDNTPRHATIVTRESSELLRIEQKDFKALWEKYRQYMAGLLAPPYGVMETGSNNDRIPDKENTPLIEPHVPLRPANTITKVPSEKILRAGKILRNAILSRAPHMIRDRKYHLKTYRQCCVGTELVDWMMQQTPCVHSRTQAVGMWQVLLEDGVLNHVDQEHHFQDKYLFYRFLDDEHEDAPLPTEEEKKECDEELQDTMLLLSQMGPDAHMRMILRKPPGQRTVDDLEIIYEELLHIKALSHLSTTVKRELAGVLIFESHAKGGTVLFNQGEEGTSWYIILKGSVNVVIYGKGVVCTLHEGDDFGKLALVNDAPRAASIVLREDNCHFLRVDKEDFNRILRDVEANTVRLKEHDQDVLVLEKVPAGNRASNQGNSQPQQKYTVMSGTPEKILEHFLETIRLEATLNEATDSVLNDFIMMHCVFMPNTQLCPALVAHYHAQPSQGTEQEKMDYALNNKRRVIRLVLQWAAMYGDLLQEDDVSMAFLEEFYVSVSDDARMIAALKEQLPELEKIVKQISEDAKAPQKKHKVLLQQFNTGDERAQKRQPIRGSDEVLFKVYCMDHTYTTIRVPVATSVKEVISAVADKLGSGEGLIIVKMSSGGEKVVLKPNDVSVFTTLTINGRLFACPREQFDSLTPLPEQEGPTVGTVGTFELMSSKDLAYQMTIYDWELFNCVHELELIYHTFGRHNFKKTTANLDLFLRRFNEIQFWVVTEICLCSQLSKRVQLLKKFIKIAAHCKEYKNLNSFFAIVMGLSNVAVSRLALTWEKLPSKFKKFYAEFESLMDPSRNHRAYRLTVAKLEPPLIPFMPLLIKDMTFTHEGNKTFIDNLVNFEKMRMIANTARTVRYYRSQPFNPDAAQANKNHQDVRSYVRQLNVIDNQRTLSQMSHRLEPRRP
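Guanine nucleotide exchange by EPAC2 is measured as reduced fluorescence of BODIPY-GDP once it is released from 250 nM Rap1B. Plates are read kinetically for 30 min at room temperature; results are scaled to 6.5 mM cAMP.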
ATXN2 expr inh = Primary qHTS for Inhibitors of ATXN expression; HEK-293 ATXN2-luciferase reporter, luminescence, 24 h; Potency, µM (series often up to 57 µM), inactives show at the highest dose activity change, negative = inhibition, actives largely listed as inhibitors; 0.72% of 360,000 active; AID 1745845, 2022; further: potency means the concentration at half of the fitted maximal effect; on the % scale 0 is the no-effect control and ±100 the full control effect; nearly all actives have a fitted effect of over 55% in size
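ATXN2-luciferase reporter cells (luciferase flanked by upstream and downstream ATXN2 gene portions) were treated 24 h at 37 °C with compounds at up to 57 uM. SteadyGlo luminescence gave expression; GF-AFC fluorescence gave viability.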
IL-2 act = qHTS of IL-2 Activators; activation, % (series mostly up to about 46 µM); AID 652025, 2013; 0.065% of 360,000 active; IL-2 activation reporter assay, cell-based qHTS; stimulated with anti-CD3/CD4/CD28 beads; in transgenic mouse T cells; in the data active means activation above about 50%; inconclusive means mostly about 30% to 49%; further: 0% is about no effect
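First, unstimulated transgenic mouse T cells were exposed to compound for 60 min. Next, anti-CD3/anti-CD4-coated beads with anti-CD28 were added. Finally, after 18 h at 37 degrees C, EGFP and DsRed were imaged.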
S2 tox = Viability Counterscreen for Primary qHTS for Inhibitors of ATXN expression; S2 cells (HEK-293 line with an ATXN2-luciferase reporter) viability, CellTiter-Fluor protease fluorescence, 24 h; 0.49% of 400,000 active; Potency, µM (series often up to 56.7 µM), most hits filed as cytotoxic; further: potency means the concentration at half of the fitted maximal effect; nearly all actives have a fitted effect of over 40% in size
TGFb inhibitor = qHTS for Inhibitors of TGF-b | HepG2 CAGA-GFP TGF-b/SMAD3 reporter, GFP fluorescence, 18 h; TGF-beta stimulated, 500 pg/mL final | Potency, µM (doses to about 46.1 µM), for the others: at the highest dose activity, negative = inhibition, actives largely listed as inhibitors | 1.2% of 410,000 active | AID 588855, 2011; further: potency means the concentration at half of the fitted maximal effect; on the % scale 0 is the no-effect control and ±100 the full control effect; nearly all actives have a fitted effect of over 65% in size
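Smad-responsive CAGA-GFP expression was quantified in HEPG2 cells exposed to compounds and 500 pg/mL final TGF-beta for 18 h at 37 degrees C; unstimulated wells defined full inhibition.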
A549 viability = Nrf2 qHTS screen for inhibitors: counterscreen for cytotoxicity; A549 ARE-Fluc cells, CellTiter-Fluor viability, 18-24 h; 0.16% of 390,000 active; AID 504648, 2011; Potency, µM (highest dose often 46 µM), for inactives: top-dose activity change, negative = cytotoxicity, hits mostly inhibitors; further: potency means the concentration at half of the fitted maximal effect; on the % scale 0 is the no-effect control and ±100 the full control effect
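A549 ARE_Fluc cells in 5% FBS OPTI-MEM were exposed to compounds in concentration-response for 18-24 h at 37 deg C. Viability was read by CellTiter-Fluor fluorescence (Ex 405/Em 525) after 30 min, before the luciferase read.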
Nrf2 ARE act = qHTS of Nrf2 Activators; AREc32 ARE-luciferase reporter (MCF7-derived line), luminescence, 24 h; 0.31% of 410,000 active; Potency, µM (highest dose often 46.1 µM), for inactives: top-dose activation, most hits filed as activators; further: potency means the concentration at half of the fitted maximal effect; % of control where 0% means no effect; nearly all actives have a fitted effect of over 65% in size
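Luminescent ARE reporter assay in AREc32_Fluc cells: overnight plating at 37 deg C, 24 hr compound incubation, Steady-Glo added, 30 min RT before reading.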
Nrf2 block = Nrf2 qHTS screen for inhibitors. A549 ARE-Fluc reporter, luciferase luminescence, 18-24 h. Potency, µM (top dose mostly 46 µM), for the others: top-dose activity change, negative = inhibition, hits mostly inhibitors. 2.1% of 360,000 active; further: potency means the concentration at half of the fitted maximal effect; on the % scale 0 is the no-effect control and ±100 the full control effect; nearly all actives have a fitted effect of over 60% in size
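A549 ARE_Fluc cells, 5000/well, 5% FBS OPTI-MEM; compounds in dose-response, 18-24 h at 37 °C/5% CO2; CellTiter-Fluor viability read (Ex 405/Em 525), then BugLite luciferase luminescence = Nrf2 activity.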
* hit, by the source's call; i = inactive; ? = inconclusive; / = no result given; [ ] = dose if it differs, or a comment. Unless noted, the call rests on the fitted dose curve; in most records, active means well fitted curve in the direction sought with a large enough effect; inconclusive means small, poorly fitted or top-dose-only effect, or another doubt; inactive means no such curve, though single readings can be large; an effect the other way counts as inactive or inconclusive.

SMILES | HepG2 tox | EPAC2 ag | ATXN2 expr inh | IL-2 act | S2 tox | TGFb inhibitor | A549 viability | Nrf2 ARE act | Nrf2 block
COc1cc(OC)c(C(=O)OCC(=O)Nc2ccccc2Cl)cc1OC | -34% | 17% | -10% | -1.1 | i | 7% | 2% | 0.9% | -10%
CCN(CC)S(=O)(=O)c1ccc(N2CC(C(=O)NCCc3c[nH]c4ccccc34)CC2=O)cc1 (stereo not given) | -6% | 2% | 0% | 0.9 | i | ? | 0% | 0.2% | -8%
CC(=O)n1cc(/C=N/NC(=O)c2cccc(O)c2)c2ccccc21 | -10% | 9% | 18% | -5.2 | i | -7% | -7% | 7.0% | ?
CCCCOCCCNC(=O)C1c2ccccc2Oc2ccccc21 | -7% | 1% | 1% | 0.4 | i | -1% | 0% | -0.2% | -10%
Cc1ccc(CNC(=O)[C@]2(C)CCC[C@@]3(C)C4CC[C@@]5(C)C[C@]4(CCC32)CC5=O)cc1 (stereo not given in full) | -10% | -1% | ? | -0.3 | ? | ? | -7% | 0.5% | -20%
O=c1c2c3c(sc2ncn1/N=C/c1ccc([N+](=O)[O-])o1)CCCC3 | -10% | 12% | ? | 0.5 | ? | 0% | -17% | 13% | ?
COCCCNC(=O)c1ccccc1N(Cc1ccccc1)S(=O)(=O)c1ccccc1 | -9% | 0% | / | -0.9 | i | 0% | 0% | -0.7% | -27%
Cc1ccc2[nH]c3c(c2c1)CCN1C(=O)OC(C)(C)C31C (stereo not given) | -15% | 1% | -12% | -1.8 | i | -25% | 3% | -0.4% | 4%
COc1ccc(NC(=O)COC(=O)CCNS(=O)(=O)c2ccc(Cl)cc2)cc1 | -4% | 5% | / | 0.6 | i | -20% | 9% | -0.5% | 10%
COc1ccc(NC(=O)c2ccc(C#CC(C)(C)O)cc2)cc1 | 4% | -11% | 7% | -2.5 | i | -18% | -3% | -0.3% | -8%
COc1ccc(CC(=O)N2CCc3cc(OC)c(OC)cc3C2COc2ccc3c(C)cc(=O)oc3c2)cc1OC (stereo not given) | 3% | / | 3% | / | i | -17% | 2% | 0.1% | -3%[9.27 µM]
CC(=O)N1CCN(S(=O)(=O)c2ccccc2)C1c1ccccc1 (stereo not given) | 2% | 11% | -13% | -1.2 | i | 17% | -12% | -0.3% | 14%
CCc1ccc(N(CC(=O)NC2CCCCC2)C(=O)CCC(=O)Nc2ccccn2)cc1 | 3% | -3% | -4% | 3.9 | i | 14% | -4% | 0.3% | -8%
O=c1oc2ccc(Cl)cc2cc1-c1nnc(Nc2cccc(C(F)(F)F)c2)s1 | -13% | ? | -7% | -2.1 | i | 1% | 7% | -1.2% | -4%
CN1CCN(c2cc(-c3ccc4ccccc4c3)nc3ccnn23)CC1 | -25% | 8% | 0% | -0.2 | i | 8% | / | 0.7% | /
CC(C)c1ccc(CNc2c([N+](=O)[O-])c(=O)oc3ccccc23)cc1 | -4% | 4% | 18% | -5.2 | i | -17% | 2% | 4.2% | 2%
Cc1cccc(N2C(=O)c3cccc4c(N(C)CCO)ccc(c34)C2=O)c1 | -21% | 100µM* | -5% | 18 | / | 128%[activator] | ? | 2.9% | -11%
COc1ccc(C(=S)N2CCN(S(=O)(=O)c3ccccc3)CC2)cc1 | -5% | 8% | / | -0.8 | i | -18% | 2% | 0.4% | ?
CCn1c(C)c(C(C)=O)c(N2CCN(C(c3ccccc3)c3ccccc3)CC2)nc1=S | -27% | 13% | ? | -4.9 | ? | ? | -3% | 0.1% | ?
O=C(c1cccc(S(=O)(=O)Nc2ccc(Br)cc2)c1)N1CCC1 | -1% | -2% | -9% | 0.9 | i | 10% | -1% | 0.2% | -21%
S=C1NCCC12C(=S)Nc1ccccc12 (stereo not given) | 15% | 4% | 10% | -0.3 | i | 15% | -3% | 0.0% | 3%
COc1ccc(CCNC(=O)CS(=O)(=O)c2cn(CC(=O)N3CCCC3)c3ccccc23)cc1OC | -15% | 6% | / | 0.0 | i | -1% | 0% | -0.2% | -6%
COc1ccc(-c2csc(NC(=O)c3ccccc3S(C)(=O)=O)n2)cc1 | 0% | 21% | / | 0.4 | i | -1% | -11% | 2.3% | 16µM*
COc1ccc(OC)c(NC(=O)CSc2nnc(-c3ccco3)n2-c2ccc(C(=O)O)cc2)c1 | -1% | -1% | 8% | 0.7 | i | -8% | 0% | 0.3% | 5%

In a second layout: 9 of the compounds above
Order of results: HepG2 tox, EPAC2 ag, ATXN2 expr inh, IL-2 act, S2 tox, TGFb inhibitor, A549 viability, Nrf2 ARE act, Nrf2 block
- CCc1ccc(N(CC(=O)NC2CCCCC2)C(=O)CCC(=O)Nc2ccccn2)cc1
 : 3%, -3%, -4%, 3.9, i, 14%, -4%, 0.3%, -8%
- O=c1oc2ccc(Cl)cc2cc1-c1nnc(Nc2cccc(C(F)(F)F)c2)s1
 : -13%, ?, -7%, -2.1, i, 1%, 7%, -1.2%, -4%
- CN1CCN(c2cc(-c3ccc4ccccc4c3)nc3ccnn23)CC1
 : -25%, 8%, 0%, -0.2, i, 8%, /, 0.7%, /
- CC(C)c1ccc(CNc2c([N+](=O)[O-])c(=O)oc3ccccc23)cc1
 : -4%, 4%, 18%, -5.2, i, -17%, 2%, 4.2%, 2%
- Cc1cccc(N2C(=O)c3cccc4c(N(C)CCO)ccc(c34)C2=O)c1
 : -21%, 100µM*, -5%, 18, /, 128%[activator], ?, 2.9%, -11%
- COc1ccc(C(=S)N2CCN(S(=O)(=O)c3ccccc3)CC2)cc1
 : -5%, 8%, /, -0.8, i, -18%, 2%, 0.4%, ?
- CCn1c(C)c(C(C)=O)c(N2CCN(C(c3ccccc3)c3ccccc3)CC2)nc1=S
 : -27%, 13%, ?, -4.9, ?, ?, -3%, 0.1%, ?
- O=C(c1cccc(S(=O)(=O)Nc2ccc(Br)cc2)c1)N1CCC1
 : -1%, -2%, -9%, 0.9, i, 10%, -1%, 0.2%, -21%
- S=C1NCCC12C(=S)Nc1ccccc12 (stereo not given)
 : 15%, 4%, 10%, -0.3, i, 15%, -3%, 0.0%, 3%

Going on with the list.
SMILES | HepG2 tox | EPAC2 ag | ATXN2 expr inh | IL-2 act | S2 tox | TGFb inhibitor | A549 viability | Nrf2 ARE act | Nrf2 block
CC(C)CNC(C)C(=O)Nc1ccc(S(N)(=O)=O)cc1 (stereo not given) | 3% | 10% | -12% | -1.0 | i | -3% | -4% | -0.4% | 14%
COc1cccc(C(NC(C)=O)c2nc(-c3ccc(F)c(Cl)c3)cs2)c1 (stereo not given) | -19% | 2% | -8% | -0.5 | i | -10% | / | 3.8% | /
O=C(O)CC1SC(N/N=C/c2ccc(Br)cc2)NC1=O (stereo not given) | -24% | -3% | / | 0.2 | i | -1% | 0% | -0.1% | 3%
C/C(=N\OCC(=O)NCC(F)(F)F)c1cc2ccccc2o1 | 1% | 6% | 67%[activator] | 1.0 | i | -23% | -6% | 1.9% | 16%
CCOc1ccc(CNC(=O)C2CCCN(S(=O)(=O)N(CC)c3ccc(OCC)cc3)C2)cc1 (stereo not given) | -24% | / | / | / | / | ? | -1% | 0.7% | 16µM*
CCCCOC(=O)C1C2C=CC3(CN(CCc4ccccc4)C(=O)C13)O2 (stereo not given) | 3% | 0% | 2% | -0.1 | i | -10% | -2% | 0.4% | -7%
CCC(C)(C)C1CCc2[nH]nc(C(=O)NC(C)C)c2C1 (stereo not given) | -18% | 4% | -33% | -0.2 | ? | -14% | -10% | -2.3% | ?
CCCCN(CC(O)COc1cccc(C)c1)CC(O)COc1cccc(C)c1 (stereo not given) | -100% | -6% | -33% | -7.2 | ? | 16µM* | ? | 0.6% | ?
Cc1c(Cl)cccc1NC(=O)c1ccco1 | 2% | -1% | 10% | 0.3 | i | -1% | 0% | 0.0% | 3%
O=C(CSc1ccc2c(c1)OCCO2)NCCc1ccc(Cl)cc1Cl | -42% | 15% | -10% | -2.5 | i | ? | -1% | 4.3% | -17%
Cn1c(C(=O)O)c(CC(=O)NCC2COc3ccccc3O2)c2ccccc21 (stereo not given) | -1% | -2% | -6% | -1.3 | i | -11% | -3% | -0.8% | -7%
O=C(COc1ccccc1F)NNC(=O)Cc1ccc(S(=O)(=O)N2CCOCC2)s1 | 1% | 11% | 2% | -0.2 | i | 27% | ? | -0.9% | -5%
C#CCOCCOCCOCCNc1nc(N2CCN(C(=O)CCCCCCCCCCNC(=O)[C@H](CCC(=O)O)n3cc(CCCCCN)nn3)CC2)nc(N2CCN(C(=O)CCCCCCCCCCNC(=O)[C@@H]([C@H](C)O)n3cc(C)nn3)CC2)n1 | -25% | 6% | -5% | -0.1 | i | -5% | -1% | 0.6% | 16%
CCn1cc2nc(SCc3ccccc3Cl)n(Cc3ccc(OC)cc3)c(=O)c2n1 | 0% | / | -34% | / | ? | -12% | ? | -1.5% | ?
COc1ccc(NC(=S)NCCN2CCC(C)CC2)cc1 | 5% | -5% | -15% | -0.3 | i | 1% | 0% | -0.3% | /
COc1cc(C(=O)NCc2ccc(S(N)(=O)=O)cc2)ccc1OCC(=O)N1CCOCC1 | 10% | 0% | / | 0.0 | i | 24% | -5% | 0.5% | 0%
CCOc1ccc(OCc2ccc(C(=O)N3N=C(C(F)F)CC3(O)C(F)F)o2)cc1 (stereo not given) | -39% | 13% | 6% | 0.8 | i | -27% | ? | 2.7% | /
